Screening results from PubChem BioAssay.
DDE Tn7 FP inh: DD(E)-Tn7 binding inhibition, primary FP screen; P02675; FP displacement of FITC-Tn7 peptide from fibrin DD(E); 0% = median of compound wells per plate; inhibition, % at 8.3 µM; actives 0.13% (n = 370,000);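 active = inhibition above the mean of compounds falling within the control limits plus 3 SD of them, cut at about 14% in these data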;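 note: 0% = plate median of compound wells and 100% = 10 µM Aha-Tn7 peptide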
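Assay system: human fibrin DD(E) protein / Input: 2 µM fibrin DD(E) / Benchmarks: high control of 10 µM Aha-Tn7 peptide / Measured by: fluorescence polarization of the labelled Tn7 tracer / Medium: Tris buffer with calcium and detergent, pH 7.8 / Timing: 10 min compound pre-incubation, 3 h probe incubation at room temperature / Repeats: one replicate per compound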
LEDGF integ inh: blocks HIV-1 LEDGF/p75-dependent DNA integration | actives 0.64% (n = 370,000) | TR-FRET IN-LEDGF/p75 DNA integration, Eu/Cy5 | inhibition, % at 3.7 µM;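 active = inhibition above the screen-wide mean plus 3 SD, cut at about 13% in these data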;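 note: signal is the Cy5 over europium emission ratio at 671 and 618 nm; 0% = plate median of compound wells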
TCR-CD3 inh: blocks the human TCR-CD3 interaction | actives 0.37% (n = 360,000) | inhibition, % at 9.4 µM | TAMRA-labeled TCR probe fluorescence, biochemical; in the data active = inhibition above about 19%;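 note: recombinant mutant TCR 2C K166C tagged with TAMRA read by polarization; 0% = receptor in buffer alone and 100% = receptor with positive control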
proKLK7 act: proKLK7 (human) activation, primary screen; purified proKLK7, EDANS-DABCYL substrate fluorescence; 100% is mature enzyme control, 0% vehicle; activation, % at 7 µM; actives 0.9% (n = 370,000); P49862;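 active = activation above the mean of all tested compounds plus 3 SD, computed per campaign excluding outliers beyond control limits, cut at about 13% in these data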
Target sequence (P49862 whole entry, looked up): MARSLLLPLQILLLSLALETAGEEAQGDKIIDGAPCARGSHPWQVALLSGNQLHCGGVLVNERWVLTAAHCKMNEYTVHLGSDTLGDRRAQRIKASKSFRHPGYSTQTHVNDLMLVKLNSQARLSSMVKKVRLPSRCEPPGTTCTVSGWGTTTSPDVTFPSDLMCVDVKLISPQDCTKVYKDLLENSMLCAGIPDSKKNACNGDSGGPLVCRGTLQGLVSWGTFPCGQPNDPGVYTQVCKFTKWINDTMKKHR
MBD2 DNA inh: inhibitors of human MBD2 binding to methylated oligonucleotide. inhibition, % at 4.4 µM. actives 0.31% (n = 370,000). TR-FRET. AID 686964; in the data active = inhibition above about 13%
PRMT1 FP inh: inhibitors of human PRMT1; Q99873; recombinant PRMT1, activity-based probe fluorescence polarization; inhibition, % at 2.79 µM; actives 1.3% (n = 370,000); AID 652257;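 active = inhibition above about 21% made by adding two undisclosed values, limit read from the data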
SIAE inh: blocks human sialic acid acetylesterase | Q9HAT2 | actives 0.69% (n = 370,000) | SIAE FP-Rh probe binding, fluorescence polarization | inhibition, % at 9.66 µM | AID 1053197;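 active = inhibition above a cutoff: mean of compounds within the control limits plus 3 SD of those, cut at about 17% in these data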;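 note: 0% = plate median of compound wells and 100% = probe without SIAE protein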
Tn6 DDE FP: inhibitors of Tn6 peptide binding to human fibrin DD(E). actives 0.21% (n = 370,000). P02675. Fibrin DD(E) TRITC-Tn6 fluorescence polarization displacement. inhibition, % at 8.3 µM. AID 720509;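 active = inhibition above a per-campaign cutoff: mean of compounds within control limits plus 3 SD, cut at about 15% in these data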;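 note: 0% = median of all compound wells on the plate and 100% = blocking peptide control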
TDP2 inh: blocks human TDP2 phosphodiesterase activity; recombinant TDP2, T5PNP hydrolysis, p-nitrophenol absorbance 415 nm; inhibition, % at 12.8 µM; AID 720702; actives 0.34% (n = 370,000);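 active = inhibition above the mean of all tested compounds plus 3 SD, set per campaign, cut at about 25% in these data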;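 note: 0% = DMSO with enzyme and 100% = buffer with substrate but no TDP2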
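Evaluation: % inhibition relative to enzyme-containing and enzyme-free wells. Material: recombinant human TDP2. Benchmarks: enzyme-free and DMSO wells. Timing: enzyme reaction with compound for 2 h at 37 °C. Compound dosing: 12.8 µM only. Measured by: p-Nitrophenol epi absorbance. Reagent: T5PNP substrate at 5 mM, a TopII-DNA adduct mimic. Replication: single well per compound.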
UHRF1 MBD2 ctr: blocks human UHRF1 binding to methylated DNA | Q96T88 | UHRF1 binding to methylated oligo, TR-FRET | inhibition, % at 4.4 µM | actives 0.75% (n = 370,000); in the data active = inhibition above about 21%;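 note: UHRF1 SRA domain binding a hemimethylated CpG hairpin DNA probe; 0% = median of test compound wells and 100% = reference inhibitor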
Target sequence (Q96T88 whole entry, looked up, the tested form may be a part): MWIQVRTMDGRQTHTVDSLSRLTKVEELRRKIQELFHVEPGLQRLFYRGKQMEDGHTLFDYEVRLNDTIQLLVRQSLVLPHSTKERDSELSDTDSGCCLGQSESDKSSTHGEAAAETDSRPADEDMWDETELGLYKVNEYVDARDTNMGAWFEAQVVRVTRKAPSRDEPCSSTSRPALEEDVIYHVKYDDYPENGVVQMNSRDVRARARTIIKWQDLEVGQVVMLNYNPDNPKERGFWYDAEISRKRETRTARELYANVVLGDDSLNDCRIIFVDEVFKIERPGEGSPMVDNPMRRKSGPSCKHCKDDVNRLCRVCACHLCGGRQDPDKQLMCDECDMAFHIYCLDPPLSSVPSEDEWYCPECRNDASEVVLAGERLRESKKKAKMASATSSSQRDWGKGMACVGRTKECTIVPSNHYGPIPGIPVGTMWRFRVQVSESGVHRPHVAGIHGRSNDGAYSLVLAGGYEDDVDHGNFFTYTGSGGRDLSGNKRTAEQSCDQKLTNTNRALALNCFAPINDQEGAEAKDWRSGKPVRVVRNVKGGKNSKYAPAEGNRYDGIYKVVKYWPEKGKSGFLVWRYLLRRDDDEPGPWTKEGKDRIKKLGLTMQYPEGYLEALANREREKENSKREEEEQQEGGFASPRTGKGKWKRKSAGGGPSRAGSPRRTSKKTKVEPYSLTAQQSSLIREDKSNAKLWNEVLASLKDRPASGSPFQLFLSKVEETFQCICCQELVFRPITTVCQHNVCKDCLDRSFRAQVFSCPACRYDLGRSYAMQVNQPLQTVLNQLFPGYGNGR
An asterisk follows results filed as active; · = no result given.

Order of results: DDE Tn7 FP inh	LEDGF integ inh	TCR-CD3 inh	proKLK7 act	MBD2 DNA inh	PRMT1 FP inh	SIAE inh	Tn6 DDE FP	TDP2 inh	UHRF1 MBD2 ctr
> CC1(C)C(=O)OC(c2cccc([N+](=O)[O-])c2)C2(CCCCC2)C1=O (centres undefined)
  8	6	-2	0.2	-6	-2	6	-1	-6	-3
> O=c1ccc2c(ccc3ncccc32)o1
  1	-2	8	-0.8	-1	-2	-4	0	2	-6
> CCOC(=O)c1ccc(NC(=O)C2CCC(CNc3c(N4CCOCC4)c(=O)c3=O)CC2)cc1 (centres undefined)
  0	0	3	0.9	-1	1	5	-5	2	-3
> CCOC(=O)c1cccc(NC(=S)NCc2ccc(C)cc2)c1
  -6	0	-3	0.1	0	0	11	-2	-5	3
> O=C(Nc1ccccc1Cl)c1ccc(COc2ccc3c(c2)CCC3)cc1
  6	1	0	-0.1	3	-1	0	3	1	1
> COCCN(C[C@@H]1[C@H](c2ccccc2)[C@H](CO)N1c1nc(C)c(C)s1)S(=O)(=O)c1ccccc1[N+](=O)[O-]
  -4	3	·	0.0	-3	-2	-24	-1	-4	1
> Cc1ccc(C(=O)NC(=S)Nc2ccc(CN3CCOCC3)cc2)cc1
  0	-2	0	0.0	3	-2	-2	7	-13	4
> O=C(CN(C(=O)c1csnn1)c1cccc2ccccc12)NCc1ccccc1
  6	-1	8	-1.0	-4	-1	-2	-9	1	-2
> O=c1[nH]c(SCC2CCCCO2)nc2ccccc12 (centres undefined)
  -8	3	3	0.0	2	0	-2	1	-8	0
> CCc1ncc(CN2CCC(C(=O)Nc3ccc(-n4nc(C)cc4C)cc3)CC2)cn1
  -3	-3	1	0.2	7	3	-6	-15	14	-1
> COc1ccc([N+](=O)[O-])cc1NC(=O)C(C)NNC(=O)c1cccc([N+](=O)[O-])c1 (centres undefined)
  5	4	-4	0.0	0	-4	-7	-4	-6	6
> N#Cc1ccsc1NC(=O)CCN1CCN(C(c2ccccc2)c2ccccc2)CC1
  -3	2	-1	0.1	0	-3	-7	2	-7	2
> COc1cc(SC)ccc1C(=O)Nc1ccc2c(c1)OCO2
  5	-1	-7	0.2	3	6	-9	3	5	0
> C=C1CCN(c2ccc(C(=O)NCc3ccc(C)cc3)cc2[N+](=O)[O-])CC1
  -1	-3	2	0.8	-3	-3	1	3	0	-3
> Cc1ccc(/C=C/C(=O)N2CCN(c3ccc(F)cc3)CC2)o1
  8	1	6	-0.1	4	-1	5	-4	-2	-6
> CC1(c2cc(F)ccc2F)NC(=O)N(CC(=O)Nc2cccc(S(=O)(=O)N3CCCC3)c2)C1=O (centres undefined)
  3	2	3	0.6	1	-2	-9	-1	-2	2
> CCC(=O)NCCc1nc2ccccc2[nH]1
  -5	0	2	0.4	-1	1	0	-3	2	-1
> O=C(NCCc1ccccc1Cl)C1CCC(=O)N(Cc2cccc(C(F)(F)F)c2)C1 (centres undefined)
  2	-1	-2	0.3	3	0	-1	0	0	3
> CN(Cc1ccon1)C(=O)CC1C(=O)NCCN1Cc1cccc(Oc2ccccc2)c1 (centres undefined)
  -1	6	4	0.4	6	-6	7	-3	-4	-4
> COc1ccc(Br)cc1CNCCSc1nnnn1C
  2	2	6	-0.4	-4	-1	3	2	6	-2
> O=c1cc(CCl)nc(Cc2c(Cl)cccc2Cl)[nH]1
  -4	0	1	-0.3	-4	-3	-3	1	-14	0
> Cc1ccsc1C(=O)N1CCN(c2ncccn2)CC1
  0	-2	-4	-0.1	0	2	8	3	5	-1
> CC(=O)Nc1cccc(NC(=O)COc2nncc3ccccc23)c1
  1	4	-6	-0.3	2	3	-11	-1	-7	5
> O=C(CCN1CCN(S(=O)(=O)c2ccc(Cl)cc2)CC1)Nc1ccc(F)cc1
  0	12	8	0.6	0	-1	-3	6	6	0
> O=C1C(=O)N(CCO)C(c2cccc(F)c2)/C1=C(\O)c1ccc(Cl)cc1 (centres undefined)
  -4	2	4	-0.1	0	2	-3	-5	-6	0
> O=C(c1ccc(F)cc1)c1ccc(N2CCCC2)cc1
  4	1	-12	-0.4	0	-1	-3	-3	1	4
> COc1ccccc1/C=N\Nc1ccccc1[N+](=O)[O-]
  -1	-4	-6	-0.6	-1	1	-4	-3	-4	0
> COc1cccc(C2NC(=O)NC(C)=C2C(=O)Nc2cccc(C)c2C)c1 (centres undefined)
  -2	-1	7	-0.3	-6	-5	-3	6	2	-3
> C[C@H](CO)N1C[C@H](C)[C@H](CN(C)C(=O)Cc2ccncc2)Oc2ncc(Br)cc2C1=O
  -1	-3	1	0.8	1	-1	-7	0	0	-2
> NCCOc1ccccc1Cc1ccccc1
  -6	-1	0	-0.1	2	-1	9	0	5	1
> O=C(CN1CCN(c2ccccc2)CC1)NC(=O)NCc1ccco1
  -5	1	0	0.5	2	-2	-1	10	-11	0
> Cc1ccc(NS(=O)(=O)c2ccc(-n3cccn3)cc2)c(Cl)c1
  -7	1	0	0.0	1	-2	-3	-7	-5	2
> Cc1cccc(NC(=O)CSc2ccc(-c3ccccn3)nn2)c1C
  0	5	2	-0.2	1	-4	2	-5	-5	1
> CCOc1ccc(N(C(=O)CNC(=O)c2cccs2)C(C(=O)NCC2CCCO2)c2ccc(OC)c(OC)c2)cc1 (centres undefined)
  2	-4	2	-0.5	-1	-1	-4	-2	6	0
> Cc1ccc(NC(=O)CSC2=C(C#N)C(c3ccco3)C3=C(CC(C)(C)CC3=O)N2)cc1 (centres undefined)
  -3	-1	3	0.6	0	4	-5	-4	6	2
> COc1ccc(NC(=O)c2ccc3c(=O)n(Cc4ccco4)c(=S)[nH]c3c2)c(OC)c1
  6	0	-1	-0.4	1	11	-11	-2	4	2
> CCN1CNC(=S)N(c2cccc(C)c2C)C1
  -1	-1	0	-0.4	1	-2	-1	0	14	2
> COc1ccc(NC(=O)c2ccc(Br)c(S(=O)(=O)N3CCOCC3)c2)cc1
  -1	-2	3	-0.5	2	1	-7	1	-7	-1
> Cc1ccc(NC(=O)COC(=O)C2CCC(=O)N2)c([N+](=O)[O-])c1 (centres undefined)
  -4	-4	-4	0.1	-2	0	-2	6	0	-1
> O=C(CS(=O)CC(=O)Nc1ccc(Cl)cc1)NCC1OCCc2ccccc21 (centres undefined)
  -3	0	4	0.4	-3	-1	0	4	5	1
> CN(CCOc1ccccc1)C(=O)CCc1nc2sc3c(c2c(=O)[nH]1)CCCC3
  1	3	8	-0.3	-4	-3	-10	-1	4	1
> COc1cccc(C=NN2CCCCCC2)c1OC
  2	-5	1	-0.2	1	0	21*	-1	1	-3
> COc1cc2c(cc1OC)C(C)N(C(=O)c1cc3c(C)cc(C)cc3[nH]1)CC2 (centres undefined)
  4	1	8	-0.2	-4	1	8	4	0	3
> COc1cccc(NC(=O)COc2cccc(-n3cnnn3)c2)c1
  -8	1	1	0.1	4	-3	-5	0	8	1
> C#CCOc1c(/C=C\c2nc(O)c([N+](=O)[O-])c(=O)[nH]2)cc(Br)cc1OC
  -3	9	9	0.0	-2	2	-4	-2	1	-2
> NC(=O)c1ncn([C@@H]2O[C@H](CN=C3NS(=O)(=O)c4ccccc43)[C@@H](O)[C@H]2O)n1
  2	0	-10	-0.3	-2	-6	-5	-4	-9	1
> O=C1N[C@@H](c2ccccc2)COC(=O)[C@@H](Cc2ccc(F)cc2)C/C=C\C[C@H]1CC(=O)N(CCO)Cc1ccccc1
  -2	-3	3	-0.4	-1	0	0	-3	-7	-2
> CCOc1ccc(OCC)c(NC(=O)C2CCCN(S(=O)(=O)c3ccc(C)cc3)C2)c1 (centres undefined)
  -7	1	0	0.5	-1	-3	7	2	7	-2
> Cc1ccccc1N1CCN(C2CCCN(C(=O)c3csc(C(C)C)n3)C2)CC1 (centres undefined)
  -6	15*	5	0.2	0	0	4	-3	-2	1
> COc1ccccc1OCC(=O)Nc1cccc(N(C)S(C)(=O)=O)c1
  6	-3	4	-0.5	-1	0	0	-2	6	-1

Continued:
Order of results: DDE Tn7 FP inh	LEDGF integ inh	TCR-CD3 inh	proKLK7 act	MBD2 DNA inh	PRMT1 FP inh	SIAE inh	Tn6 DDE FP	TDP2 inh	UHRF1 MBD2 ctr
> c1ccc(-c2nc3ccccn3c2NCc2ccc3c(c2)OCO3)cc1
  2	1	0	-15	2	3	-2	-4	-13	2
> Cc1ccc[n+](C(C)C(=O)Nc2ccc([N+](=O)[O-])cc2C)c1 (centres undefined)
  -11	1	-4	0.0	0	-4	6	1	18	-3
> CCc1nc(SCC(=O)Nc2ccccc2C)n[nH]1
  -1	7	0	0.2	-1	-3	-10	3	-2	2
> COc1ccc(Oc2cc(C(F)(F)F)nc(N(C)C)n2)cc1
  -1	-1	1	0.0	-3	-2	-8	-6	-1	-2
> COC(=O)[C@H]1C[C@@H]1[C@H](NC(=O)c1cc(C)on1)c1ccccc1
  5	1	-2	0.9	-4	-2	8	4	15	0
> NC(=O)c1cccc(-c2cnc3c(Nc4cccc(OC(F)(F)C(F)F)c4)nccn23)c1
  1	-2	-2	-0.3	-2	0	-18	-8	2	-2
> O=C(Nc1cc(C(F)(F)F)cc(C(F)(F)F)c1)O[C@@H]1c2ccccc2[C@@H]2Cc3csc[n+]3[C@H]12
  0	2	-6	0.0	-6	6	-5	-13	-11	1
> O=C(COc1coc(CN2CCN(c3ccccc3)CC2)cc1=O)NC1CCCC1
  4	-3	5	0.5	-3	-3	-2	-6	3	1
> COc1ccc(/C=C2\CCC/C(=C\c3ccc(OC)c(OC)c3OC)C2=O)c(OC)c1OC
  8	1	-5	0.5	1	7	-2	1	-12	4
> COc1cc2c(c(OC)c1OC)C(c1ccc3c(c1)OCO3)CC(=O)O2 (centres undefined)
  5	-1	-4	-0.3	3	4	4	1	3	4

A few values from the list:
O=C(Nc1cc(C(F)(F)F)cc(C(F)(F)F)c1)O[C@@H]1c2ccccc2[C@@H]2Cc3csc[n+]3[C@H]12 | TCR-CD3 inh: -6
COc1ccc(/C=C2\CCC/C(=C\c3ccc(OC)c(OC)c3OC)C2=O)c(OC)c1OC | TCR-CD3 inh: -5

Next part:
Order of results: DDE Tn7 FP inh	LEDGF integ inh	TCR-CD3 inh	proKLK7 act	MBD2 DNA inh	PRMT1 FP inh	SIAE inh	Tn6 DDE FP	TDP2 inh	UHRF1 MBD2 ctr
> CCC(=O)Nc1cccc(-c2cn3ccsc3n2)c1
  -3	2	-2	0.8	8	2	10	3	5	4
> CCCCCN(CCCCC)C(=O)C(CCC(=O)O)NC(=O)c1ccc(Cl)c(Cl)c1 (centres undefined)
  3	-2	-3	-0.9	-6	-1	3	-1	4	0
> N#Cc1ccccc1OCC(=O)N(Cc1nnc(-c2ccccc2Cl)o1)C1CC1
  -1	0	-7	-0.5	1	1	-7	-5	17	0
> CS(=O)(=O)c1ccc(S(=O)(=O)NCC2CCN(C(=O)C(=O)c3cc4ccccc4o3)CC2)cc1
  1	-3	1	0.1	-1	2	-2	2	4	-1
> Cc1ccc(C(=O)NC(N(C)C)C(Cl)(Cl)Cl)cc1 (centres undefined)
  -3	0	-7	0.0	6	1	4	-4	4	0
> Cc1ccc(Sc2nc([N+](=O)[O-])nn2C)cc1
  -2	2	0	-0.8	-4	1	-3	-7	-9	0
